# TRPM1 prom inh: inhibitors of MITF-dependent TRPM1 promoter reporter, primary screen, cell-based, SK-MEL-5, single point, luciferase; actives 0.83% (n = 330,000); inhibition, % at 12.5 µM; SK-MEL-5 TRPM1 promoter luciferase, 24 h;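 active means mean inhibition across replicates of 60% or more, whatever share of single replicates reaches that level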; further: values of inactives mirror those of a sister screen read the other way
# CF NFkB inh: inhibitors of PAF-induced NF-kB signaling, primary screen, cell-based, GFP fluorescence, uHTS; KKLEB NF-kB-GFP reporter, GFP fluorescence overnight; inhibition, % at 5 µM; actives 0.86% (n = 360,000); AID 588850, 2011;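 active means at least 50% inhibition at 5 µM, scaled per plate between neutral and stimulator controls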;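 further: PAF is a Pseudomonas aeruginosa culture filtrate used as stimulus; plate controls were PAF-stimulated DMSO wells for no effect and unstimulated DMSO wells for full effect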
# LMP1 NFkB inh: EBV LMP1-driven NF-kappaB luciferase reporter inhibitors, primary screen, cell-based, luminescence, single point; actives 0.69% (n = 350,000); inhibition, % at 12.5 µM; LMP1-induced NF-kappaB luciferase reporter cells; in the data active means inhibition above about 41%;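 further: 0% = neutral control wells and 100% = reference inhibitor control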
# NR2E3 ag-1: NR2E3 agonists in two-hybrid cells, primary screen, cell-based, luminescence, CHO-S, Gal4-NCOR/VP16-NR2E3; Photoreceptor-specific nuclear receptor (Homo sapiens), Q9Y5X4; luciferase; inhibition of corepressor binding, % at 3.98 µM; actives 0.35% (n = 360,000); AID 602229, 2012;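 active means inhibition above the mean of all tested compounds plus 3 SD, cut at about 70% in these data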;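 further: 0% = DMSO with NR2E3 transfected cells and 100% = cells lacking NR2E3 construct; higher means lower luciferase signal from less NR2E3 corepressor binding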
# Target sequence (Q9Y5X4 whole entry, looked up, the tested form may be a part): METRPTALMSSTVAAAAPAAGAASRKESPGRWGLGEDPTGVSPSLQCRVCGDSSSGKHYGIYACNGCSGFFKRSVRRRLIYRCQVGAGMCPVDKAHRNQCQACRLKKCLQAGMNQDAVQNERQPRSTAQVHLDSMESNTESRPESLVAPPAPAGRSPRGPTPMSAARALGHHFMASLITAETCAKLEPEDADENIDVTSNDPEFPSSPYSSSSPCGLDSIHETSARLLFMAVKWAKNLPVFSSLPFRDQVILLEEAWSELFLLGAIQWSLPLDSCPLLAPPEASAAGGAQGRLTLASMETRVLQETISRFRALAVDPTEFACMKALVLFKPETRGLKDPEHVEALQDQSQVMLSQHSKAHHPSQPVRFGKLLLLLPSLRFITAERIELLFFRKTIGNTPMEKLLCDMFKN
# KKLEB tox: cytotoxicity in KKLEB CF airway cells, primary screen, cytotoxicity control for CF NF-kB inhibitor project, cell-based, uHTS, fluorescence assay plates; KKLEB CF airway cells viability, ATPlite luminescence, overnight; active compounds read low; cells stimulated with P. aeruginosa culture filtrate; AID 602141, 2011; activity change (cytotoxicity), % at 5 µM; actives 0.36% (n = 360,000);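 active means corrected activity change at or below -50% at 5 µM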
# Peg3 prom inh: Peg3 promoter-driven luciferase inhibitors, primary screen, cell-based, HeLa, luciferase luminescence. HeLa PEG-Prom luciferase reporter, overnight. inhibition, % at 20 µM. actives 1.7% (n = 360,000). AID 588405, 2011;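 active means inhibition of at least 50% at 20 µM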
# Shn3 3UTR inh: reduction of Shn3 3'UTR firefly luciferase signal, primary screen, Schnurri-3 inhibitor project, cell-based, Clone20 osteoblasts, set 2; actives 0.52% (n = 360,000); inhibition, % at 12.5 µM; Clone20 osteoblast Shn3 3'UTR firefly luciferase, 24 h;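 active means mean inhibition of at least 75% with every replicate also reaching 75%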;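 further: 0% = median of neutral control wells and 100% = pilot-screen positive control compound; some compounds past the cut are filed as inactive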
# iPSC survival up: enhancers of single-cell hiPSC survival, primary screen, ATPlite luminescence | 100% = ROCK inhibitor wells, 0% = DMSO | survival enhancement, % at 20 µM | actives 0.044% (n = 360,000); in the data active means survival enhancement above about 18%;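 further: cells exposed to compounds for 16 hours before the ATP read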
# HIF-2a inh: HIF-2a reporter inhibitors, primary screen, luminescence, 786-0 RCC cells; 786-0 RCC cells HIF-2a reporter, luciferase luminescence, overnight; inhibition, % at 18.8 µM; actives 0.72% (n = 360,000);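 active means inhibition of the luminescence signal of 40% or more relative to plate controls, in a single-dose primary screen at 18.75 µM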
# NR2E3 ag-2: inhibitors of NR2E3-RetCOR corepressor binding, primary screen, NR2E3 agonist project, biochemical, TR-FRET, GST-NR2E3, biotin-RetCOR; 1536-well; inhibition of corepressor binding, % at 4.78 µM; Photoreceptor-specific nuclear receptor (Homo sapiens), Q9Y5X4; AID 2300, 2010; actives 0.12% (n = 320,000);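 active means percent inhibition above the cutoff of mean plus 3 SD of all tested compounds, set per screening campaign, cut at about 20% in these data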;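 further: 0% = DMSO wells and 100% = biotin wells as full block of FRET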
#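 System: GST-NR2E3 and biotin-RetCOR proteins; probe or stimulus: 7 nM biotin-RetCOR; doses: compound at 4.8 µM, single dose; schedule: Compound–protein incubation for 5 h at 4 °C; detection: time-resolved FRET; read-out: percent inhibition; controls: biotin wells as high control, 0.6% DMSO wells as low control; format: 1536-well plates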
# C8 TRAIL sens: viability loss with TRAIL in NB7+C8 cells, primary screen, TRAIL sensitizer project, cell-based, ATPlite luminescence; inhibition (viability loss, TRAIL sensitization), % at 10 µM; actives 1% (n = 360,000);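 active means compounds causing at least 50% loss of cell viability in the single-dose screen, relative to plate controls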
# The depositor's hits bear a star; . = no result given.
SMILES,TRPM1 prom inh,CF NFkB inh,LMP1 NFkB inh,NR2E3 ag-1,KKLEB tox,Peg3 prom inh,Shn3 3UTR inh,iPSC survival up,HIF-2a inh,NR2E3 ag-2,C8 TRAIL sens
CC1CCN(C(=O)CN2C(=O)NC(C)(c3ccc4ccccc4c3)C2=O)CC1 (stereo unspecified),.,-12,-11,4,-1,12,22,-0.3,2,.,4
Cc1ccn2c(CN3CCOCC3)c(-c3ccccc3)nc2c1,-30,9,-10,-195,-7,-162,-47,0.3,-147,1,12
COC(=O)CCC(=O)c1oc2ccccc2c1N,-41,8,-6,0,4,-129,-24,-1.5,-161,-1,-3
COCCNC(=O)CCc1c(C)nc2c(-c3ccc(F)cc3)c(C)nn2c1C,-12,4,-2,-19,-11,5,-3,0.4,13,1,-13
COCCNc1nnc(SCC(=O)NC(=O)c2ccccc2OC)s1,5,-21,6,-25,38,-5,-1,-0.5,-8,1,5
O=C1c2ccccc2C(Nc2ccc(F)c(Cl)c2)N1Cc1ccco1 (stereo unspecified),.,18,3,-5,0,7,15,-0.9,19,3,2
CCC1=C(OC(=O)N(CC)CC)N2C(=O)OC(=NCC(=O)OC)[C@]2(C)[C@H]2C1=CC[C@H]1C(=O)N(C)C(=O)[C@H]12,-5,5,-1,-3,-4,7,-31,0.3,1,2,-3
Cc1ccccc1-c1nc(CS(=O)CC(=O)NCCN2CCOCC2)c(C)o1 (stereo unspecified),.,-7,3,-8,3,5,-9,-1.4,9,2,-13
CN(Cc1ccc(C(C)(C)C)cc1)C(=O)C1CSC2(C)CCC(=O)N12 (stereo unspecified),8,-1,1,11,-5,8,-5,-0.5,6,0,28
CCOc1ccc(-c2c[n+]3c(n2-c2ccccc2)CCCCC3)cc1,43,-7,14,-1,-1,7,91*,-4.1,14,0,33

# Given field by field: part of the list above
Molecule: CC1CCN(C(=O)CN2C(=O)NC(C)(c3ccc4ccccc4c3)C2=O)CC1 (stereo unspecified)
  TRPM1 prom inh: . | CF NFkB inh: -12 | LMP1 NFkB inh: -11 | NR2E3 ag-1: 4 | KKLEB tox: -1 | Peg3 prom inh: 12 | Shn3 3UTR inh: 22 | iPSC survival up: -0.3 | HIF-2a inh: 2 | NR2E3 ag-2: . | C8 TRAIL sens: 4
Molecule: Cc1ccn2c(CN3CCOCC3)c(-c3ccccc3)nc2c1
  TRPM1 prom inh: -30 | CF NFkB inh: 9 | LMP1 NFkB inh: -10 | NR2E3 ag-1: -195 | KKLEB tox: -7 | Peg3 prom inh: -162 | Shn3 3UTR inh: -47 | iPSC survival up: 0.3 | HIF-2a inh: -147 | NR2E3 ag-2: 1 | C8 TRAIL sens: 12
Molecule: COC(=O)CCC(=O)c1oc2ccccc2c1N
  TRPM1 prom inh: -41 | CF NFkB inh: 8 | LMP1 NFkB inh: -6 | NR2E3 ag-1: 0 | KKLEB tox: 4 | Peg3 prom inh: -129 | Shn3 3UTR inh: -24 | iPSC survival up: -1.5 | HIF-2a inh: -161 | NR2E3 ag-2: -1 | C8 TRAIL sens: -3
Molecule: COCCNC(=O)CCc1c(C)nc2c(-c3ccc(F)cc3)c(C)nn2c1C
  TRPM1 prom inh: -12 | CF NFkB inh: 4 | LMP1 NFkB inh: -2 | NR2E3 ag-1: -19 | KKLEB tox: -11 | Peg3 prom inh: 5 | Shn3 3UTR inh: -3 | iPSC survival up: 0.4 | HIF-2a inh: 13 | NR2E3 ag-2: 1 | C8 TRAIL sens: -13

# Just HIF-2a inh, for some of the entries so far:
SMILES | HIF-2a inh
COCCNC(=O)CCc1c(C)nc2c(-c3ccc(F)cc3)c(C)nn2c1C | 13
COCCNc1nnc(SCC(=O)NC(=O)c2ccccc2OC)s1 | -8

# (cont.)
SMILES,TRPM1 prom inh,CF NFkB inh,LMP1 NFkB inh,NR2E3 ag-1,KKLEB tox,Peg3 prom inh,Shn3 3UTR inh,iPSC survival up,HIF-2a inh,NR2E3 ag-2,C8 TRAIL sens
O=[N+]([O-])c1ccc(Sc2n[nH]c(-c3ccco3)n2)nc1,-10,5,10,-3,-5,-20,-32,-0.2,-17,1,-3
Cc1nn(-c2ccccc2)c(N)c1Sc1ccccc1[N+](=O)[O-],5,-31,5,12,6,19,11,-1.0,21,3,9
COc1ccc(S(=O)(=O)N2CCOC2CNC(=O)C(=O)NCC(C)C)cc1 (stereo unspecified),7,-6,-1,2,-6,20,6,-0.5,13,-1,-12
O=S(=O)(Nc1ccc2cn[nH]c2c1)c1ccccc1,6,6,8,-15,6,10,-2,-0.6,18,1,-16
CN(C)c1cccc(C(=O)NCc2ccccc2)c1,-13,-11,-9,-15,-12,-65,-9,0.0,-87,1,-8
CCN1C(=O)C(CC(=O)Nc2ccc(OC)cc2)N(CCc2ccc(F)cc2)C1=S (stereo unspecified),1,0,-4,-2,-6,28,20,-0.5,7,3,17
CN1CCN(c2ccccc2NC(=O)c2sc3ccccc3c2Cl)CC1,9,4,-9,-27,-26,-2,-11,-0.1,-18,2,-2
COc1ccc(S(=O)(=O)Nc2cccc(-c3ccc4nncn4n3)c2)c(OC)c1,-19,10,8,-5,-3,4,-4,-0.5,9,-1,-4
CCN(CC)CCCNC(=S)N1CCC(c2nc3ccccc3[nH]2)CC1,-22,-1,-3,-8,-8,1,-9,-0.5,8,-3,17
CN(C)S(=O)(=O)c1ccc(Cl)c(C(=O)OCC(=O)c2ccco2)c1,6,11,2,11,-2,1,0,-0.3,6,.,-14
Cc1ccc2oc(=O)cc(CN3CCOCC3)c2c1,24,-8,1,-2,-2,18,-12,-3.0,13,4,-3
CC(=O)c1cccc(NC(=O)C2C3C=CC(C3)C2C(=O)O)c1 (stereo unspecified),1,-8,6,2,9,11,3,-0.5,11,0,-10
Cc1ccc(C(=O)c2cc3ccccc3o2)cc1,-2,-4,-2,-111,-4,-293,-66,-2.2,-245,2,30
O=C(CN(C(=O)CSc1nnc(COc2ccccc2)o1)c1ccc(F)cc1)NC1CCCC1,0,15,12,-21,-6,9,12,-1.0,16,4,-10
CCOc1ccc(N(CC(=O)NCCc2ccc(Cl)cc2)S(=O)(=O)c2c(C)[nH]c(=O)[nH]c2=O)cc1,12,2,3,11,10,-5,-6,0.6,6,3,-5
O=C(c1ccco1)N1CCCN(Cc2nc(-c3ccc4c(c3)OCO4)no2)CC1,4,-1,4,10,7,-23,-1,-0.6,-28,-2,-1
O=C(Nc1cccc(Cl)c1)c1nc[nH]c1C(=O)NCCN(CCNC(=O)c1[nH]cnc1C(=O)Nc1cccc(Cl)c1)CCNC(=O)c1[nH]cnc1C(=O)Nc1cccc(Cl)c1,3,9,-13,-5,-22,41,-16,-3.6,-1,.,9
O=c1o[nH]c(-c2ccccc2)c1N=Nc1c(F)cccc1Cl,7,19,4,2,6,5,-11,-0.5,-6,-3,12
COc1ccc(CCN(Cc2ccccn2)C(=S)Nc2ccccc2C)cc1OC,1,5,13,-4,2,5,2,0.3,2,0,2
Cc1cc(C)c(N2C(=O)CC(Sc3ccccc3N)C2=O)c(C)c1 (stereo unspecified),.,23,-2,-42,-16,6,79,1.8,-4,.,4
Cc1ccc(CN=C(Nc2ccccc2)NC2CCCCC2)cc1,-5,8,-1,-40,-10,-6,13,1.1,3,3,-4
Cc1cc(C)n(C(C)CNS(=O)(=O)c2ccc(C)c(C)c2)n1 (stereo unspecified),0,-7,5,-17,-1,10,7,0.0,1,4,13
N#Cc1cccc(C(=O)OCC(=O)c2ccc3c(c2)NC(=O)CO3)c1,1,8,0,-13,4,-23,3,-0.4,3,0,-3
CC(Sc1nc2sc3c(c2c(=O)n1-c1ccccc1)CCCC3)C(=O)O (stereo unspecified),7,-8,3,-42,-4,16,11,0.0,16,1,4
O=C(c1ccco1)N1CCN(C(=S)Nc2ccc(Br)cc2Cl)CC1,16,8,1,4,0,-1,12,0.5,-3,.,-7
O=C1CN(c2nc(-c3cccnc3)nc3sc4c(c23)CCCC4)CCN1,-23,-21,-16,3,12,-85,-23,0.9,-222,8,19
O=C(CSc1cc(Cl)ccc1Cl)NC1CCCc2ccccc21 (stereo unspecified),9,18,0,12,-2,18,8,-0.2,17,-6,-1
CN1CCN(CCCNC(=O)c2ccc3c(c2)N(Cc2ccc(F)cc2)CCS3)CC1,-12,17,67*,-6,0,34,-21,-0.4,7,4,9
O=C(NC1CCCc2c1cnn2-c1ccc(F)cc1F)c1csnn1 (stereo unspecified),10,12,5,-36,-7,0,7,1.6,-19,-1,-14
CN(C(=O)c1ccc(NC(=O)C2CCN(C(=O)OC(C)(C)C)CC2)cc1)C1CCC1,-4,4,-4,9,-19,-6,-12,0.0,15,.,-5
Cc1ccc(C)c(N2CCN(C(=O)CCn3c(=S)[nH]c4cc5c(cc4c3=O)OCO5)CC2)c1,0,5,5,-15,-1,9,-14,4.9,27,1,-16
Cc1cccc(C(=O)N[C@H](C(=O)Nc2ccc(C)c(S(=O)(=O)N(C)C)c2)C(C)C)c1,6,9,5,4,-11,27,23,-0.3,28,3,1
c1csc(-c2cn3ccc4ccccc4c3n2)c1,-18,-60,-83,-84,-3,-248,-91,-1.6,-136,-2,34
O=C(O)Cc1nc(-c2cccnc2)sc1-c1ccc(Br)cc1,-3,-40,2,8,12,-11,-3,0.1,9,2,-26
O=C(CCc1ccccc1O)N/N=C/c1ccc(Sc2cccc3cccnc23)o1,3,4,11,6,4,7,35,-0.6,15,1,10
O=C(COC(=O)Cc1c[nH]c2ccccc12)Nc1cccc2ccccc12,-10,-12,-1,-4,5,0,5,-0.2,9,0,-6
CC(=O)Nc1sc(N/N=C\c2ccccc2F)nc1-c1cccs1,12,-18,-12,-32,3,-144,-36,-2.9,-25,-1,-4

# This is a subset (hit frequency here may not be typical).
